High-throughput results (PubChem)
HePTP inhibitor: inhibitors of human HePTP phosphatase, primary screen, biochemical, absorbance, leukemia target | recombinant HePTP phosphatase activity, OD absorbance | inhibition, % at 20 µM | AID 521, 2006 | actives 0.64% (n = 110,000) | Tyrosine-protein phosphatase non-receptor type 7 (Homo sapiens), P35236; in the data active = inhibition above about 50%;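 note: plate controls were vehicle for no effect and reference inhibitor for full effect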
Target sequence (P35236 whole entry, looked up): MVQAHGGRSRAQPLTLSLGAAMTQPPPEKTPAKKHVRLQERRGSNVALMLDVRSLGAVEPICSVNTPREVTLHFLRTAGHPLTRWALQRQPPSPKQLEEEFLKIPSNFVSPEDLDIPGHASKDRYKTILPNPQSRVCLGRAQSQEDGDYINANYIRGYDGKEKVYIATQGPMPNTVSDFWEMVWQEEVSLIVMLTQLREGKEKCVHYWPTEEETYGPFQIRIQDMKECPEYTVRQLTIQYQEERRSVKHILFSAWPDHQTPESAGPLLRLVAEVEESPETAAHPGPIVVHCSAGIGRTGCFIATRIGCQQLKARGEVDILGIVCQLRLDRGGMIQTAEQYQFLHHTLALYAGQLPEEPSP
BAP1 block: inhibitors of BAP1 deubiquitinase, primary screen, biochemical, Ub-AMC fluorescence, kinetic; Ubiquitin carboxyl-terminal hydrolase BAP1 (Homo sapiens), Q92560; recombinant BAP1, Ub-AMC hydrolysis fluorescence kinetic; hits give low values; activity remaining (% of control), % at 20 µM; actives 0.48% (n = 72,000);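 active = activity remaining at or below 50% of control, provided the compound also passes the data quality filters; inactive = the rest, including low values that fail the filters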;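 note: 100% = DMSO wells rate and 0% = substrate alone blank rate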
Target sequence (Q92560 whole entry, looked up): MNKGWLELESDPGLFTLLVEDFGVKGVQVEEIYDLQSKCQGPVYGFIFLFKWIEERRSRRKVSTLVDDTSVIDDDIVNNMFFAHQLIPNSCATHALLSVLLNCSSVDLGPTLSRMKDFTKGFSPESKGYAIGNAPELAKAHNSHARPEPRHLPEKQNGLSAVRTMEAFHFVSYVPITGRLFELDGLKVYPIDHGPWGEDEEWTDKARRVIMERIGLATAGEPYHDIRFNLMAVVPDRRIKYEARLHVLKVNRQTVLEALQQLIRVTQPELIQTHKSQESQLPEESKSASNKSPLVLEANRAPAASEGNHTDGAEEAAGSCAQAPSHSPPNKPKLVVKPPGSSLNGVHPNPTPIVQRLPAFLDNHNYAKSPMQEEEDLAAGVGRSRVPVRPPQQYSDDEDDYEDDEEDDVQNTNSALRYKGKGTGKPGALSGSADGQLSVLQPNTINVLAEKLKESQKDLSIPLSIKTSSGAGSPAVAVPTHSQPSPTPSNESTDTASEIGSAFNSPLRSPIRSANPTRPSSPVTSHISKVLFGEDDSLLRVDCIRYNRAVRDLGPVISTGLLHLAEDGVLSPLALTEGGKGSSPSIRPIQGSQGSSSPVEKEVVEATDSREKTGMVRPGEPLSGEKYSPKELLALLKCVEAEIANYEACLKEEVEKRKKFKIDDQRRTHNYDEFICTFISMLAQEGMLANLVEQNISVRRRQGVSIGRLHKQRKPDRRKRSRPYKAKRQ
* marks the source's active call; other numbers are inactive results; . = no result given; & = joins results of further samples.

The line under a structure holds: HePTP inhibitor	BAP1 block
Cc1ccc(C2=N/C(=C\c3ccc(N(C)C)cc3)C(=O)O2)cc1
→ -18	.
COc1cc2c(cc1OC)C(c1ccc(C)o1)CC(=O)N2 (configuration not stated)
→ 11	97
COc1ccc(N2C(=O)CC(Nc3ccc(N4CCOCC4)cc3)C2=O)c(OC)c1 (configuration not stated)
→ 2	51
O=c1[nH]c(NC2CCCCC2)nnc1Cc1ccccc1
→ 10	.
COC(=O)CSc1nc2cc(C)ccc2cc1C#N
→ -5	98
N#CC(=C1CCCCC1)c1nc(-c2ccc([N+](=O)[O-])cc2)cs1
→ -7	.
COc1ccccc1N1CCN(S(=O)(=O)c2cn(C)c(=O)n(C)c2=O)CC1
→ -3	100
O=C(/C=C/c1ccc([N+](=O)[O-])cc1)Nc1ccc(S(=O)(=O)N2CCOCC2)cc1
→ 8	.
NC(=O)c1ccc(NC(=O)/C=C/c2ccccc2)cc1
→ -16	.
CCOC(=O)c1sc2nc(N3CCOCC3)c3c(c2c1N)CCCC3
→ 5	.
O=C(CC1Sc2ccc(C(F)(F)F)cc2NC1=O)Nc1ccccc1 (configuration not stated)
→ 2	.
CC(NC(=O)COc1ccccc1)C(=O)NC1=NCCS1 (configuration not stated)
→ 7	99
Cc1ccc(-c2csc(NC(=O)C3CC=CCC3C(=O)O)c2C(=O)OC(C)C)cc1 (configuration not stated)
→ 6	.
O=C(CCCNS(=O)(=O)c1cccc2nsnc12)NCCc1ccccc1
→ -7	91
Cc1oc2c(CN3CCN(C)CC3)c(O)ccc2c(=O)c1-c1nc2ccccc2s1
→ -5	.
C=CCn1c(=O)/c(=C/c2ccc(O)cc2)s/c1=C(/C#N)c1nnc2n1CCCCC2
→ 14	67
Cc1cc(C)nc(N/N=C/c2cc3c(cc2[N+](=O)[O-])OCO3)n1
→ -18	.
CCOC(=O)c1sc(N(Cc2ccccc2)C(=O)CSc2nnc(C3CC3)n2N)nc1C
→ 4	98
CCCNC(=O)c1cnn2c1NC(c1cc(OC)c(OC)c(OC)c1)CC2C(F)(F)F (configuration not stated)
→ .	116
Clc1cccc(OCCOCCN2CCOCC2)c1Cl
→ -9	.
Cc1c(C)[n+](=O)c2cc(Cl)c(Cl)cc2n1[O-]
→ 0	.
CC1Cc2ccccc2N1C(=O)CSc1nc(-c2ccco2)cc(C(F)(F)F)n1 (configuration not stated)
→ 7	.
COc1ccccc1Nc1nc(N)nc(CN2CCc3ccccc3C2)n1
→ .	99
Cn1c(=O)[nH]c(=O)c2c1nc(N(CCO)Cc1ccccc1)n2CCCc1ccccc1
→ 0	.
CCOC(=O)c1[nH]cnc1C(=O)N1CCCCC1
→ 2	.
O=C(COC(=O)c1ccc(S(=O)(=O)NCc2ccco2)cc1)c1ccc(Cl)cc1
→ -4	.
COc1cccc(C2C(C(=O)Nc3ccccc3)=C(C)N=c3s/c(=C\c4ccc(N5CCOCC5)o4)c(=O)n32)c1 (configuration not stated)
→ 5	.
O=C(Nc1sc2c(c1C(=O)Nc1cccc3ccccc13)CCC2)c1ccccc1Br
→ -3	.
Cn1c(SCC(=O)C(C)(C)C)nnc1-c1cccnc1
→ -2	100
N#C/C(=C1/CCCCCN1)c1nc2ccccc2s1
→ -12	143
O=C(Nc1cccnc1)c1cccc2c(Br)cccc12
→ 1	.
O=C(Nc1cccnc1)c1ccccc1[N+](=O)[O-]
→ -5	.
Cc1ccccc1NC(=S)NC(=O)c1ccc(Br)cc1
→ -11	.
COc1ccc(NC(=O)CN(c2cccc(Br)c2)S(=O)(=O)c2ccccc2)cc1
→ 10	.
O=C(Nc1cccc2ccccc12)C1OC2OC3(CCCCC3)OC2C2OC3(CCCCC3)OC12 (configuration not stated)
→ -18	.
O=C(/C=C\c1ccc(-c2cc(Cl)ccc2Cl)o1)c1ccccc1
→ -2	.
CC(=O)OCC12CC=C(C)C(C1)C(c1ccccc1OC(C)=O)OC2 (configuration not stated)
→ -7	.
COc1ccc(Cl)cc1C(=O)Nc1cccc2nsnc12
→ -3	.
CCCCCC1CC(=O)N(Cc2ccc(Cl)cc2)C(=O)N1 (configuration not stated)
→ 9	94
COc1ccc(-c2cc(C(=O)Nc3cnn(Cc4ccccc4C)c3)no2)cc1OC
→ 5	108

Looked up one by one from the list above:
The line under a structure holds: HePTP inhibitor	BAP1 block
O=C(/C=C\c1ccc(-c2cc(Cl)ccc2Cl)o1)c1ccccc1
→ -2	.
COc1ccc(NC(=O)CN(c2cccc(Br)c2)S(=O)(=O)c2ccccc2)cc1
→ 10	.
O=C(Nc1cccnc1)c1cccc2c(Br)cccc12
→ 1	.

(next part)
The line under a structure holds: HePTP inhibitor	BAP1 block
CC1CN(C)C(C)CC1OC(=O)c1ccccc1Cl (configuration not stated)
→ 3	.
CCn1c(COc2ccccc2)nnc1SCC(=O)Nc1ccc2c(c1)OCCO2
→ 4	98
CCCCN1CN(S(=O)(=O)c2cccs2)c2nc3ccccc3nc21
→ -1	68
O=C(Nc1cccc(-c2nc3ccccc3o2)c1)c1ccc(NC(=O)c2ccc([N+](=O)[O-])o2)cc1
→ 9	.
COc1cc(NS(=O)(=O)c2ccc(NC(=O)CSC3=NCCS3)cc2)nc(OC)n1
→ 6	67
Cc1cc(OCC(=O)NC2CCCCCCC2)ccc1Br
→ -4	.
Cc1nc2ccccc2n1S(=O)(=O)N(C)C
→ 8	95
COC(=O)CNC(c1ccccc1)c1cc(Br)ccc1NS(=O)(=O)c1ccccc1 (configuration not stated)
→ -15	.
CC(C)N1C(=O)C2ON(c3ccccc3)C(c3cccs3)C2C1=O (configuration not stated)
→ -6	95
CCC(=O)Nc1ccccc1C(=O)OCC(=O)Nc1ccc(S(N)(=O)=O)cc1
→ 7	121
CC(=O)c1ccc2c3c(onc13)-c1ccccc1C2=O
→ -12	.
CN(C(=O)COC(=O)CNS(=O)(=O)/C=C/c1ccccc1)C1CCS(=O)(=O)C1 (configuration not stated)
→ 2	113
COc1ccccc1NC(=O)N1CCCC1C(=O)NC1CCCCC1 (configuration not stated)
→ 14	96
CCN1C(=O)/C(=C\c2cc(Cl)ccc2O)SC1=S
→ 5	.
CC1CC(c2ccccc2)n2nc(NC(=O)c3ccco3)nc2N1 (configuration not stated)
→ 11	111
Cc1cc(C)c(NC(=O)C2CCCN2CCCO)c(C)c1 (configuration not stated)
→ -14	.
O=C(COC(=O)C12CC3CC(CC(C3)C1)C2)N1CCN(S(=O)(=O)c2ccccc2)CC1
→ 10	102
CC(C)OCCCNC(=O)CN1C(=O)CC(C)(C)S(=O)(=O)c2ccccc21
→ -4	95
CCCCCC(=O)Nc1cc(N(C)C)nc2ccccc12
→ -5	.
COC1C(C)=C(c2ccccc2F)C(=O)N1Cc1ccccc1 (configuration not stated)
→ 6	.
Cn1c(=O)c2c(nc(Br)n2CCSc2nc3ccccc3o2)n(C)c1=O
→ 7	107
Cc1ccc2[nH]c(-c3ccccc3)cc(=O)c2c1
→ 3	75
C=CCNC(=O)c1cc(Cl)c(OC)c(Cl)c1
→ 4	.
Cc1cc(C(=O)CSc2nnc(-c3cccc(F)c3)n2N)c(C)n1Cc1ccc2c(c1)OCO2
→ 2	.
NCCCC(=O)N1c2ccccc2Sc2ccc(Cl)cc21
→ .	263
OCc1nc2ccccc2n1Cc1ccc2ccccc2c1
→ 4	.
COc1ccc(NC(=O)CSc2nc3c(c(=O)n2-c2ccc(F)cc2)SCC3)c(OC)c1
→ 8	92
Cc1nn2c3ccccc3nc2n1CCN1CCOCC1
→ 5	.
COc1ccc(-c2cc(-c3ccccc3)n3ncnc3n2)cc1
→ 2	450
CCOc1ccc(Nc2nc(-c3ccccn3)cs2)cc1
→ 7	.

Another view of some results above:
SMILES,HePTP inhibitor,BAP1 block
CC(C)OCCCNC(=O)CN1C(=O)CC(C)(C)S(=O)(=O)c2ccccc21,-4,95
CCCCCC(=O)Nc1cc(N(C)C)nc2ccccc12,-5,.

Further compounds
The line under a structure holds: HePTP inhibitor	BAP1 block
COc1ccc2c(c1)C(=NO)c1cc(OC)ccc1-2
→ 4	117
Cc1cc(/C=N/O)c(C)n1-c1ccccc1
→ -9	.
Cc1nc2sc(C(c3ccco3)N3CCN(c4ccccc4)CC3)c(O)n2n1 (configuration not stated)
→ -14	91
O=C(NCc1ccccn1)c1ccc2c(c1)OCO2
→ -4	.
C=C(C)Cn1c(CCNC(=O)C(C)(C)C)nc2ccccc21
→ 6	.
Cc1cc(=O)n(-c2ccc3ccccc3n2)[nH]1
→ 2	107
CCCc1cc(N2CCCC(C(=O)Nc3ccc(OC)cc3OC)C2)n2ncnc2n1 (configuration not stated)
→ 6	97
COc1cccc(-c2nnn(CC(=O)O)n2)c1
→ 15	95
Cn1c(NCCc2ccccc2)cc(=O)n(C)c1=O
→ 6	96
O=C(CSc1ncccn1)NCCc1ccccc1
→ 2&7	98

Overlap with the part before: five compounds, then new ones.
The line under a structure holds: HePTP inhibitor	BAP1 block
Cc1cc(=O)n(-c2ccc3ccccc3n2)[nH]1
→ 2	107
CCCc1cc(N2CCCC(C(=O)Nc3ccc(OC)cc3OC)C2)n2ncnc2n1 (configuration not stated)
→ 6	97
COc1cccc(-c2nnn(CC(=O)O)n2)c1
→ 15	95
Cn1c(NCCc2ccccc2)cc(=O)n(C)c1=O
→ 6	96
O=C(CSc1ncccn1)NCCc1ccccc1
→ 2&7	98
O=C(CCCOc1ccc(Cl)cc1Cl)NCCCn1ccnc1
→ 3	.
CCC(C)NC(=O)CCC(=O)Nc1ccc2nc(N3CCOCC3)cc(C)c2c1 (configuration not stated)
→ -8	.
COc1ccc(Cl)cc1NC(=O)c1cccc(N(C)C)c1
→ -7	.
O=C(Nc1ccc(C(F)(F)F)cc1)C1CCCN1S(=O)(=O)c1cccc2cccnc12 (configuration not stated)
→ 6	80
CSc1ccccc1C(=O)NCc1ccc2c(c1)OCO2
→ 7	63
Cc1cccc(OCC(=O)Nc2ccccc2Cl)c1C
→ -7	.
O=C(O)c1ccc(S(=O)(=O)Cc2ccccc2)cc1
→ 17	114
Cc1nc(NCCO)c2nnn(Cc3ccccc3F)c2n1
→ 0	101
CCCCOc1ccccc1C(=O)NCC(=O)O
→ 1	106
COc1ccc(OC)c(-c2nnc(SCC(=O)NC3CCCCC3)o2)c1
→ 1	88
N#Cc1nc(-c2ccc(F)cc2)oc1NCCN1CCOCC1
→ 0	77
Cc1cc(C)nc(-n2c(Nc3ccccc3)cc(=O)c3c(C)n(-c4ccccc4)c(=O)nc32)n1
→ 2	86
CCc1ccc(OCCNC(=O)CN(c2ccc(C)cc2)S(C)(=O)=O)cc1
→ 2	.
COC(=O)C1=C(C)n2nnnc2NC1c1cc2ccccc2o1 (configuration not stated)
→ 10	81
Cc1cc(C)cc(NS(=O)(=O)c2ccc3ccccc3c2)c1
→ 2	.
Cn1c(=O)n(C)c2cc(S(=O)(=O)N3CCCc4ccccc43)ccc21
→ 13	95
O=C(c1ccco1)N1CCN(C(=O)c2cc3c(=O)oc4ccccc4c3s2)CC1
→ -10	110
COc1cc(OC)cc(C(=O)NC2CC2)c1
→ 0	.
CSc1nc(=O)n(-c2ccccc2)c(C)c1C(C)=O
→ 2	88
COc1ccc(Cl)cc1NC(=O)C1CCCN(S(=O)(=O)c2cccc3nonc23)C1 (configuration not stated)
→ -8	73
CCN1CCN(Cc2c(C)[nH]c3ccc(C(=O)OC)cc3c2=O)CC1
→ 4	95
COc1ccc(C2/C(=C(/O)c3ccc(OC(C)C)cc3)C(=O)C(=O)N2CCCN2CCOCC2)cc1 (configuration not stated)
→ 11	91
CCc1ccccc1NC(=O)c1onc(C)c1Cl
→ 6	104
CCOCCCNC(=O)C(c1ccccc1)N(Cc1ccc2c(c1)OCO2)C(=O)CNC(C)=O (configuration not stated)
→ -5	97
CCN(CC)C(=O)Cn1ncc2c1-c1ccccc1OC2
→ 9	97
CC1CCCC(C)N1C(=O)c1cc(-c2ccc(Cl)c(Cl)c2)on1 (configuration not stated)
→ 2	107
O=C(NCc1cccs1)[C@@H]1CSC2c3ccccc3C(=O)N21 (some centres not stated)
→ 7	98
CCc1ccc2nc(NC(=O)CSCc3c(C)noc3C)sc2c1
→ -4	95
CCn1c(=O)n(CC(=O)NCc2ccccc2OC)c(=O)c2ccccc21
→ 6	109
O=C(NC(=Nc1nc2ccccc2o1)NC(=O)c1ccccc1)c1ccccc1
→ 12	.
COc1cccc(N2C(=O)c3ccc4c5c(ccc(c35)C2=O)C(=O)N(c2cccc(OC)c2)C4=O)c1
→ 0	.
COc1cc(NS(=O)(=O)c2ccc(NC(C)=O)cc2)cc(OC)c1
→ 2	117
COC(=O)c1ccc(-n2c(C)cc(C=C3C(=O)N(C)C(=O)N(C)C3=O)c2C)cc1
→ 5	.
CC1=NN(c2ccccc2)C(=O)C1C(c1ccc2c(c1)OCO2)C1C(=O)N(c2ccccc2)N=C1C (configuration not stated)
→ .	53
CC1CCN(C(=O)c2scc3c2OCCO3)CC1
→ 15	100
CNC(=S)NCCc1c[nH]c2ccc(OC)cc12
→ 6	.
COCc1cc(C)nc2sc(C(=O)N3CCCC3)c(N)c12
→ 1	142
CCOc1cc(/C=N/N=C(N)N)ccc1OCc1ccccc1
→ 13	.
Cc1ccc(C(=O)N/C(=C\c2cccc(Oc3ccccc3)c2)C(=O)NCCCn2ccnc2)cc1
→ 2	.
CCC1=NC(c2ccccc2OC)N(O)C1(C)C (configuration not stated)
→ 6	103
O=C1/C(=N/n2cnnc2)c2ccccc2N1Cc1ccccc1
→ 2	110
COc1ccc(NC(=O)C(C)NS(=O)(=O)c2ccc(NC(C)=O)cc2)cc1Cl (configuration not stated)
→ 11	142
